# Source: PubChem BioAssay (several laboratories)
# DAGLB inh: DAGLB lipase inhibitors, primary screen, biochemical, fluorescence, HTS; AID 504411, 2011; HEK293T DAGLB membrane lysate, EnzChek fluorogenic substrate; inhibition, % at 5.17 µM; 340,000 tested, 0.059% active; in the data active means inhibition above about 34%;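 further: 0% = enzyme with vehicle and 100% = wells lacking enzyme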
# Target sequence (Q8NCG7 whole entry, looked up): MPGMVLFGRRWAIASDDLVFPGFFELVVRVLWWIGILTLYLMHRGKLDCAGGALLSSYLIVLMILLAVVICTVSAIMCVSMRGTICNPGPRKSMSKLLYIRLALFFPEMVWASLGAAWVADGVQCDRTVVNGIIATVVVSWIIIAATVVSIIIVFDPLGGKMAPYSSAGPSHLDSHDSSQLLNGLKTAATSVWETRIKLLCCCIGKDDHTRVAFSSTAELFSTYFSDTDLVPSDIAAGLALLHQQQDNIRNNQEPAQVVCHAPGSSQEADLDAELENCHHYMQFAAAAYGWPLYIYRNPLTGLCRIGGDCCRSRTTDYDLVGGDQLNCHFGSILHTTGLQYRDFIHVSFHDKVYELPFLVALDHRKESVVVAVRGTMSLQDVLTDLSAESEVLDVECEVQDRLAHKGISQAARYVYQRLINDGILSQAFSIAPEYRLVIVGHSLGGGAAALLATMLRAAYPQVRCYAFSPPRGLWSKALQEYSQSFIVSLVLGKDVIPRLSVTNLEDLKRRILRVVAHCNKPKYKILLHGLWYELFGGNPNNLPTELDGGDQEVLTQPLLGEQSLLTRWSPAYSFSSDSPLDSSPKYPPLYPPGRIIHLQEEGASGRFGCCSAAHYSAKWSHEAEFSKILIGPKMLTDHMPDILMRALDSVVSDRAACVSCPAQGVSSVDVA
# phage Ecoli inh: growth loss of phage-infected E. coli, primary screen, RecBCD inhibitor project, absorbance, with phage, HTS. inhibition, % at 11.9 µM. AID 651602, 2012. 360,000 tested, 0.26% active; in the data active means inhibition above about 11%
# PvdQ acylase: P. aeruginosa PvdQ acylase inhibitors, primary screen, biochemical, fluorescence, plate reader and imaging, single point; PvdQ acylase [Pseudomonas aeruginosa LESB58]; purified PvdQ acylase; inhibition, % at 10 µM; 340,000 tested, 0.063% active; in the data active means inhibition above about 30%, passing the limit was not always enough; inconclusive means no clear call, values can overlap the other calls;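 further: 0% = vehicle neutral wells and 100% = reference inhibitor wells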
# CAL PDZ FP: CAL PDZ peptide-binding inhibitors, primary screen, biochemical, fluorescence polarization, Cer-tagged CAL PDZ, HTS; Golgi-associated PDZ and coiled-coil motif-containing protein (Homo sapiens), Q9HD26; inhibition, % at 20 µM; 330,000 tested, 0.02% active; purified CAL PDZ, TMR-peptide fluorescence polarization, 1 h;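 active means highest replicate inhibition of at least 40%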;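 further: plate controls were DMSO neutral control wells for no effect and unlabeled competitor peptide control wells for full effect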
#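 Material: tagged CAL PDZ domain; buffer or medium: 25 mM sodium phosphate pH 7.4, 150 mM NaCl, TCEP, IgG, Thesit; compound dosing: single point, 20 µM; schedule: 1 h incubation at room temperature before polarization reading; measured by: FP readout, S and P plane fluorescence; read-out basis: percent inhibition from loss of millipolarization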
# Rtt109 HAT inh: inhibitors of C. albicans Rtt109/Vps75 HAT, primary screen, biochemical, ThioGlo CoA-SH fluorescence, plate reader; Histone acetyltransferase RTT109 (Candida albicans (strain SC5314 / ATCC MYA-2876)), …; purified Rtt109/Vps75, 4 h; inhibition, % at 34.9 µM; 330,000 tested, 0.16% active;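 active means inhibition of at least 50% in every replicate; inconclusive means best replicate reaches 50% inhibition but some replicates fall short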
# Target sequence (Q5AAJ8 whole entry, looked up): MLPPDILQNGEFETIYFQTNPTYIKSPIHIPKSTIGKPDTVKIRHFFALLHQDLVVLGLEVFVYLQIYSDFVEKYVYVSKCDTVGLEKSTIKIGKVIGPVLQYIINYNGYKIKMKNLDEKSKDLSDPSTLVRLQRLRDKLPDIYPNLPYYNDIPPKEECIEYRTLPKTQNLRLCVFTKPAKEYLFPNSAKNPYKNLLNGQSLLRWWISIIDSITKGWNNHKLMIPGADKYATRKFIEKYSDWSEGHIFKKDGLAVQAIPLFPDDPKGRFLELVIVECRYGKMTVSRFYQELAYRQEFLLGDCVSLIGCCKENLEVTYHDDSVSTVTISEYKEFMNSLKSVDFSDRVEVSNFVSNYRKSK
# Ecoli viability: E. coli V3065 growth inhibition, primary screen, counter-screen for AddAB inhibitor project, absorbance, OD600 | 18 h | inhibition, % at 11.9 µM | 330,000 tested, 0.27% active | AID 449728, 2010;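 active means inhibition above the campaign's mean inhibition across all tested compounds plus 3 SD, cut at about 9.9% in these data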;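 further: uninfected addAB+ strain grown without phage in ampicillin broth; 0% = DMSO wells and 100% = ciprofloxacin 0.95 µg/ml wells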
# AddAB inh: growth inhibition of E. coli expressing H. pylori AddAB, primary screen, AddAB inhibitor project, absorbance | inhibition, % at 11.9 µM | 330,000 tested, 0.29% active | AID 435030, 2010; in the data active means inhibition above about 12%;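 further: 0% = vehicle wells of infected cells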
# Wnt bcat act: Wnt/beta-catenin pathway activators, primary screen, cell-based, plate reader, single point; Wnt/beta-catenin reporter cell assay, activator; activation, % at 9.35 µM; 300,000 tested, 1.2% active; AID 743398, 2014; in the data active means activation above about 30%, passing the limit was not always enough; inconclusive means no clear call, values can overlap the other calls;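 further: 0% = neutral control wells and 100% = positive control wells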
# Tat transport: E. coli Tat export inhibitors, primary screen, MC4100, TorA-mCherry reporter, fluorescence, single point; inhibition, % at 10 µM; 340,000 tested, 0.036% active; AID 488895, 2010;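 active means mean replicate inhibition at least 50% and at least half of replicates individually reaching 50%; inconclusive means only one of the two criteria met; inactive means neither criterion met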;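 further: exported cargo escapes ClpAP degradation while cytoplasmic cargo is degraded and loses fluorescence; 0% = median of neutral control wells and 100% = median of NaSCN control wells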
# PfHsp90 yeast 2: growth inhibition of PfHsp90-expressing yeast, primary screen, antimalarial PfHsp90 inhibitor project, S. cerevisiae, BacTiter-Glo luminescence, single point, set 2. BacTiter-Glo ATP, 48 h; yeast lacking PDR1 and PDR3 efflux regulators. inhibition, % at 9.4 µM. 310,000 tested, 0.32% active. AID 504621, 2011;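 active means every replicate shows inhibition above about 80%, whatever the replicate mean, limit read from the data; inconclusive means mean inhibition reaches the set limit but some replicate falls short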;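 further: 0% = DMSO neutral controls and 100% = 20 µM radicicol positive controls; yeast relying on Plasmodium falciparum Hsp90 in place of its own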
# * = called active by the depositor; ? = inconclusive; / = not tested or not shown.
canonical_smiles	PvdQ acylase	CAL PDZ FP	DAGLB inh	PfHsp90 yeast 2	Tat transport	AddAB inh	Ecoli viability	Wnt bcat act	Rtt109 HAT inh	phage Ecoli inh
C=CCOC(=O)Nc1c(C(=O)OC)[nH]c2ccc(Cl)cc12	7	0.8	-3	1	-5	1.5	1.6	/	-2	4.4
COc1cccc(CN2CCNC(=O)C2CC(=O)NCCn2ccc3ccccc32)c1OC (stereo not given)	-4	-1.1	1	-7	3	0.0	-0.1	-8	/	3.2
Cn1c(OCc2cccnc2)nc2c1c(=O)n(Cc1ccc(Cl)cc1)c(=O)n2C	-17	-2.3	0	/	1	0.0	-1.9	/	/	0.9
Cc1ccc(C(=O)NCC(=O)NCCCc2ccccc2)cc1	-10	-1.0	-1	6	26	4.0	0.6	-3	1	2.5
Cc1nc(C)c(-c2csc(Nc3ccc(O)cc3C)n2)s1	0	-16	-1	-8	5	3.5	0.4	2	?	0.4
Cc1cccc(/C=C(\c2nc3ccccc3[nH]2)S(=O)(=O)c2ccccc2)c1	-5	-0.7	0	13	1	/	/	41*	3	3.3
O=C(O)CCC(=O)Nc1ccc(Br)cc1C(=O)c1ccccc1	-2	-0.2	1	4	-1	0.6	2.8	1	-8	0.6
Cc1ccnc(NS(=O)(=O)c2ccc(NC(=O)COc3ccccc3)cc2)n1	2	-0.6	-1	6	-4	1.6	1.9	-1	6	3.6
CC1CCN(C(=O)c2ccc(S(=O)(=O)Cc3ccccc3F)c([N+](=O)[O-])c2)CC1	-11	0.3	1	-1	3	-0.5	1.4	0	-12	4.2
O=C(NCC1CCCO1)C(c1ccc(F)cc1)N(Cc1ccc(F)cc1)C(=O)Cn1nnc(-c2cccs2)n1 (stereo not given)	-4	-1.9	-1	-5	-6	1.6	-5.9	-6	-8	3.2
CC(=O)c1cn(CCCCCCCn2cc(C(C)=O)c(=O)[nH]c2=O)c(=O)[nH]c1=O	-14	-1.8	0	5	-3	0.5	0.2	0	0	2.4
O=C(COc1ccccc1Cl)Nc1cccnc1	-11	-2.9	-1	30	0	3.5	0.2	0	-8	3.6
O=C(COC(=O)/C=C/c1ccc([N+](=O)[O-])cc1)NCc1ccco1	-9	0.5	-1	7	3	1.6	-1.3	3	-7	2.1
Oc1ccc(/C=N/N2CCN(C3c4ccccc4-c4ccccc43)CC2)cc1	-14	1.2	-2	-25	-1	0.9	0.6	-2	2	2.7
CCCN1CCN(CCCNC(=S)Nc2ccc3nc(N4CCN(CC)CC4)cc(C)c3c2)CC1	-6	0.6	2	-30	-4	4.2	-0.8	-4	1	2.9
Cc1ccc2[nH]c(=O)c(CN(CCCN3CCOCC3)C(=O)Nc3cccc(Cl)c3)cc2c1	6	-4.3	1	23	1	-1.7	-3.2	1	14	0.0
CC(=O)c1c(C)[nH]c(C(=O)CSc2nnc3ccccn23)c1C	-7	1.0	2	4	?	1.1	0.9	/	-8	-1.1
COC(=O)c1c(C)[nH]c(-c2csc(N)n2)c1C	-19	0.2	-2	-8	0	4.5	0.1	0	20	3.0
CCOc1cc(N2CCOCC2)c(OCC)cc1NC(=O)c1c(-c2ccccc2Cl)noc1C	1	0.0	-1	/	-2	0.5	-3.0	-2	6	-3.0
CCN(CC)S(=O)(=O)c1ccc2c(c1)N(CC(=O)N(CCc1ccncc1)C(C)C)C(=O)CO2	-4	-5.6	0	-22	-1	2.4	1.4	-1	0	2.6
Cc1ccccc1CNC(=O)CCc1ccccc1	-16	-0.8	/	5	-4	5.2	3.6	-1	-9	5.0
O=C(O)c1sccc1Oc1ccc(NS(=O)(=O)c2ccc(Cl)cc2)cc1	-20	-0.9	-1	11	6	-1.2	0.4	-5	1	2.1
COc1cccc(NC(=O)CCN2CCN(C)CC2)c1	-19	-2.7	1	-24	-1	2.3	2.0	0	-4	2.8
Cc1c(NC(=O)c2cc(=O)[nH]c3ccccc23)c(=O)n(-c2ccccc2)n1C	6	-0.9	0	/	0	0.1	1.6	?	-5	0.9
O=C1CC(c2ccccc2)c2cc(O)ccc2O1 (stereo not given)	5	-0.4	-5	-5	15	6.2	0.3	-1	6	3.7
CCOc1ccc(CCNC(=O)COC(=O)c2cc(OC)cc(OC)c2)cc1OCC	-11	5.4	-2	/	-4	0.9	1.5	-2	-4	2.5
Cc1ccc(C(=O)N/C(=C\c2ccco2)C(=O)NCC2CCCO2)cc1C (stereo not given)	-4	-0.3	-3	-9	-3	4.1	2.2	-3	-8	2.5
CCOc1ccc(NC(=O)c2ccc(CNc3c(N4CCCC4)c(=O)c3=O)cc2)cc1	-2	-0.2	2	1	2	-1.4	0.1	3	-2	1.4
O=C(NCCCn1ccnc1)C(=O)NCc1ccccc1	0	-2.0	0	/	1	2.0	-0.1	-1	10	3.4
O=C(CCC(=O)c1cccs1)OCC(=O)N1CCN(S(=O)(=O)c2ccccc2)CC1	-9	/	2	/	-7	-1.1	-1.3	-3	-1	1.9
NCCCC[C@@H](C(=O)NCCCCCCCCCCC(=O)N1CCNCC1)n1cc(CCO)nn1	5	-0.5	0	3	5	5.0	-1.2	-3	21	1.8
Cc1oc(CC(C)C)cc1C(=O)Nc1ccc(C(=O)O)cc1	5	0.4	1	14	-5	-0.5	-2.5	/	8	2.7
CNC(=S)N/N=C/c1c(Cl)cccc1Cl	18	-1.9	-1	-4	8	2.0	0.9	/	-2	3.4
CCOC(=O)c1sc(=S)sc1SCc1cccc(C(F)(F)F)c1	7	0.2	1	7	0	1.4	0.0	/	10	1.8
Cc1cc(N2CCCCC2)nc2ccccc12	-6	-1.2	-2	24	0	0.2	0.9	0	-5	1.1
O=C(Nc1ccccc1)N1CCCN(c2ccc(C(F)(F)F)cc2[N+](=O)[O-])CC1	-6	0.8	5	5	-4	-1.4	-3.3	26	-1	-0.9
COc1ccc(OCC(=O)NNC(=O)c2ccc(-c3ccccc3)cc2)cc1	-6	/	5	/	-1	1.2	0.1	/	0	2.2
Cc1cc(C)nc(NC(=O)C(c2ccccc2)c2ccccc2)c1	-11	-1.9	-6	17	3	2.1	-1.4	/	1	0.2
Cc1ccc(Cl)c(OCC(=O)OC(C)C(=O)NC2CC2)c1 (stereo not given)	-3	-2.2	2	/	-8	2.1	2.6	-4	-6	3.7
Cc1cccn2c(=O)c3cc(C(=O)N4CCCCC4C)sc3nc12 (stereo not given)	-11	-2.6	0	/	-7	2.0	-0.3	6	-1	2.8
CCS(=O)(=O)c1ccc(O)c(NC(=O)CCCC(=O)O)c1	-10	1.4	0	-2	2	1.9	-1.3	-1	-7	-1.8
COc1cc(C(=O)Nc2nc3ccc4nc(C)sc4c3s2)cc(OC)c1OC	4	-3.2	-1	-6	3	-1.8	0.7	/	-6	0.6
C=CCNC(=O)CN1C(=O)NC(C)(c2ccc(OC)cc2)C1=O (stereo not given)	-9	-3.3	-1	15	4	0.5	-0.8	0	2	3.0
Cc1ccc(C)c2c1[nH]c1ccc([N+](=O)[O-])cc12	-10	-0.8	-7	-36	0	0.1	-2.1	-3	4	1.1
O=C1CCCC2=C1C(c1ccncc1)n1c(nc3ccccc31)N2 (stereo not given)	-10	-2.6	0	22	0	3.0	1.3	-3	-37	3.4
COc1cc(CC(=O)NCc2ccc3c(c2)OCO3)cc(OC)c1OC	-9	-2.6	2	11	3	1.3	-3.6	-2	2	2.7
COc1ccc(C2CC(c3ccc(Cl)cc3)n3nc(N)nc3N2)cc1 (stereo not given)	-5	-0.5	3	-8	-3	2.1	-0.9	1	-18	3.0
Cc1ccc(CCNC(=O)C2CCN(S(=O)(=O)c3ccc4c(c3)NC(=O)C(C)S4)CC2)cc1 (stereo not given)	2	-1.4	0	-17	-11	-0.9	-0.9	-2	4	1.9
CCN(CC)S(=O)(=O)c1cc(NC(=O)CCc2c(C)noc2C)ccc1C	-26	-1.7	0	7	-10	-0.7	-1.4	-5	1	2.4
O=C(O)c1cc(-c2ccc(/C=N/N3C(=O)C4C5C=CC(CC5)C4C3=O)o2)ccc1Cl (stereo not given)	-2	-1.5	2	6	6	-1.5	0.7	0	-4	4.1
Cc1ccsc1-c1nc(C(N)=O)c2[nH]c(=O)n(-c3ccc(Cl)cc3)c2n1	-4	-2.4	2	-2	-1	-0.4	-0.3	-1	-5	1.3
Nc1ccc(N=Nc2ccccc2O)c(N)c1	/	/	/	/	/	0.0	-3.4	49*	/	4.0
Cc1nn(-c2ccccc2)c(N2CCCC2)c1/C=N/Nc1ccc(S(N)(=O)=O)cc1[N+](=O)[O-]	-8	-3.3	14	-10	0	2.4	1.1	-2	-2	1.6
CC1CCN(S(=O)(=O)c2ccc(Br)s2)CC1	-10	0.3	-7	-7	-8	3.9	0.6	/	-1	0.2
Cc1cccc(OCc2nnc(SC(C)C(=O)O)n2Cc2ccccc2)c1 (stereo not given)	-9	0.0	-1	3	-2	2.8	2.0	0	-3	4.6
Cc1ccc(C(=O)c2c3ccc([N+](=O)[O-])cc3[n+]([O-])n2CCCN)cc1	-12	-2.0	1	-11	9	7.2	7.9	10	2	3.1
O=C(CN1CCOCC1)Nc1scc2c1c(=O)oc1ccccc12	/	/	/	/	/	-0.6	1.1	1	/	0.1
O=c1c(C(c2ccc(F)cc2)c2c(O)nc3n(c2=O)CCCS3)c(O)nc2n1CCCS2	6	-0.4	-1	3	10	2.6	0.8	2	1	0.4
CC(=O)N1N=C(c2ccccc2O)CC1c1cccs1 (stereo not given)	-14	0.2	-1	-19	-10	-2.5	-3.1	5	9	-2.4
CCOC(=O)CCc1nc2ccccc2[nH]c1=O	-6	-1.7	-1	25	6	3.0	-1.5	4	2	-2.3
COc1ccc(OC)c(C2C(C(C)=O)=C(C)Nc3ncnn32)c1 (stereo not given)	-5	1.1	0	13	3	0.5	-4.3	-1	2	-0.7
Cn1cc([N+](=O)[O-])c(C(=O)Nc2ccc3nc(-c4ccccc4)[nH]c3c2)n1	-6	-1.7	3	/	3	4.6	-0.2	14	-15	3.4

# Fetched by structure from the entries so far (two):
canonical_smiles	PvdQ acylase	CAL PDZ FP	DAGLB inh	PfHsp90 yeast 2	Tat transport	AddAB inh	Ecoli viability	Wnt bcat act	Rtt109 HAT inh	phage Ecoli inh
COc1ccc(OCC(=O)NNC(=O)c2ccc(-c3ccccc3)cc2)cc1	-6	/	5	/	-1	1.2	0.1	/	0	2.2
Cn1c(OCc2cccnc2)nc2c1c(=O)n(Cc1ccc(Cl)cc1)c(=O)n2C	-17	-2.3	0	/	1	0.0	-1.9	/	/	0.9
